TRPC4 PAM = allosterically enhances the mouse TRPC4 cation channel; Q9QUQ5; HEK293 TRPC4beta/mu-opioid, DAMGO EC20, Fluo-4 Ca2+ flux; hits give high values; B-score at 10 µM; actives 0.42% (n = 310,000); AID 2227;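 active means B-score of calcium response area above 5 SD of library B-scores, with initial fluorescence ratio within 5 SD of library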;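 further: B-score of integrated fluorescence ratio over time as area under calcium response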
TRPC4 act = activators of mouse TRPC4 channel. actives 0.49% (n = 310,000). Q9QUQ5. B-score at 10 µM. HEK293 TRPC4beta/mu-opioid, Fluo4 calcium fluorescence; hits give high values. AID 2237;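 active means B-score above 5 SD of library B-scores, and initial fluorescence ratio not above library mean plus 5 SD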;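 further: positive B-score marks a calcium rise read as TRPC4 activation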
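Incubation: 45 min room-temperature Fluo4 loading, 110 s read / System: HEK293 cells stably co-expressing mouse TRPC4beta and mu-opioid receptor / Signal: Fluo4 fluorescence, kinetic / Control set: buffer (low) and maximal DAMGO (high) / Measure: integrated baseline-normalised fluorescence ratio, converted to per-well B score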
MrgX1 allo act = allosterically activates human MrgX1 receptor signaling. Q96LB2. MrgX1-HEK293, Fluo-4 calcium flux, FDSS; hits give high values. B-score at 10 µM. actives 0.63% (n = 310,000);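 active means plate-corrected calcium response at least 3 library SD above typical, normal starting fluorescence, not activating the receptor alone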;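 further: compound read alongside a low EC10 to EC30 dose of BAM8-22 agonist; peak minus trough fluorescence over baseline measured at the second addition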
AI-2 QS modul = modulators of Vibrio harveyi AI-2 quorum sensing system; actives 0.4% (n = 300,000); activity change, % at 7.5 µM; Vibrio harveyi JMH597 AI-2 luminescence/OD600 ratio, 9 h; hits give low values; strain lacks LuxN and CqsS sensors; 0 = neutral-control median; in the data active means activity change below about -75%, passing the limit was not always enough;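 further: luminescence divided by OD600 gain over 9 h not by final OD600 alone; inactives centre near 13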
TRPC6 inhibitor = inhibitors of mouse TRPC6 channel. Q61143. HEK293-TRPC6, membrane potential dye, ACh-evoked depolarization; hits give low values. B-score at 10 µM. actives 1.1% (n = 310,000);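 active means B-score under library mean minus 3 SD, initial fluorescence not abnormally high, positive integrated signal ratio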;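 further: B-score derived from integrated fluorescence ratio over the kinetic read; more negative B-score means stronger inhibition of depolarization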
Target sequence (Q61143 whole entry, looked up): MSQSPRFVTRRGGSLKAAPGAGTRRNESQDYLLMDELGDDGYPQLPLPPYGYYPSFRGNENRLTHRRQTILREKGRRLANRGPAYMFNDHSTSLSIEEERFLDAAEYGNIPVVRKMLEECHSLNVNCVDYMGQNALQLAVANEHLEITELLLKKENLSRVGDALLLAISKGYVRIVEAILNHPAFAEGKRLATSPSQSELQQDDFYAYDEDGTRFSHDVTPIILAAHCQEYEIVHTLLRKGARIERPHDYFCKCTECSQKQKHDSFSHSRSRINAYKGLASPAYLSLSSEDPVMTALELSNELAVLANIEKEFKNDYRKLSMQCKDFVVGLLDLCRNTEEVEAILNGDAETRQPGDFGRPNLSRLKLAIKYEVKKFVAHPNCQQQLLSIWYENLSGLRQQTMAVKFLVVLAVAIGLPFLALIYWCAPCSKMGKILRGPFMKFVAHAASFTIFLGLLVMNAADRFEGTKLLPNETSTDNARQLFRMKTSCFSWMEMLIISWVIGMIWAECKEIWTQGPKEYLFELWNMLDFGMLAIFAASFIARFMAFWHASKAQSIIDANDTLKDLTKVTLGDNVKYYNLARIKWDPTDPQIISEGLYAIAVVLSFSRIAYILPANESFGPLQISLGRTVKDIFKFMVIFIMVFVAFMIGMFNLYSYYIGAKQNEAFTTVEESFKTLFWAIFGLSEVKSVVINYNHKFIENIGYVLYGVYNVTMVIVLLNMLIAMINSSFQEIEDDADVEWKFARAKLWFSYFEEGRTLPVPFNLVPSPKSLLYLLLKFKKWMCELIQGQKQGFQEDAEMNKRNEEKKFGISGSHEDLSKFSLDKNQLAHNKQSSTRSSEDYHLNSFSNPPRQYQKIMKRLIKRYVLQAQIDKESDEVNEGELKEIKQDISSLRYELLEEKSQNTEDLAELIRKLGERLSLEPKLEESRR
PolyA inh = yeast polyadenylation inhibition; AID 1875; actives 0.02% (n = 300,000); calls only at 12 µM; S. cerevisiae SKY197-pL101 polyadenylation reporter, beta-gal luminescence; efflux-impaired pdr1/pdr3 knockout yeast; score 100 = 6 SD above DMSO;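 active means lowest replicate activity score at least 50, where 100 means six control SD above control mean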;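 further: yeast exposed to compound for 9 h at 30 °C; higher score means more reporter readthrough which indicates perturbed polyadenylation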
TRPC6 activator = mouse TRPC6 channel activation. HEK293-TRPC6 membrane potential dye fluorescence; hits give high values. B-score at 10 µM. actives 0.13% (n = 310,000). Q61143. AID 2550;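 active means B-score of the integrated fluorescence ratio above library mean plus 3 SD, and starting fluorescence ratio within library mean plus 5 SD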;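 further: higher score means more depolarization so channel activation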
MrgX1 agonist = human MrgX1 receptor agonism, primary screen; Q96LB2; MrgX1-HEK293 cells, Fluo-4 calcium fluorescence, agonist mode; hits give high values; B-score at 10 µM; actives 0.44% (n = 310,000); AID 588627;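 active means calcium response B-score plate-corrected fluorescence ratio at least 3 library SD, with starting fluorescence B-score inside 5 SD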
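Test system: Stable human MrgX1 HEK293 cell line | Schedule: Overnight plating before 1 h dye loading | Read-out basis: Baseline-normalised fluorescence change ratio, B-scored | Detection: Kinetic calcium dye fluorescence, Fluo-4 NW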
HIF activator = HIF pathway transcriptional activation; activation, % at 7.5 µM (by protocol); actives 0.32% (n = 300,000); U2OS HRE-luciferase reporter, luminescence; normalized: DMSO 0%, desferrioxamine 100%;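 active means mean activation of at least 10% of the iron chelator positive control signal, with at least half of replicates also reaching 10%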
MrgX1 antagonist = human MrgX1 receptor antagonism, primary screen; B-score at 10 µM; actives 1.3% (n = 310,000); MRGX1-HEK293 calcium flux, Fluo-4, BAM8-22 antagonism; hits give low values; Q96LB2; AID 588676;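 active means calcium-response B-score plate-corrected more than 3 library SD below zero, starting fluorescence within 5 deviations, no agonist response on first addition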;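 further: peak minus trough fluorescence over baseline after final BAM8-22 challenge near maximal dose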
TRPC4 inh = TRPC4 (mouse) channel inhibition; Q9QUQ5; HEK293 TRPC4beta/mu-opioid, DAMGO-evoked Fluo4 calcium flux; hits give low values; B-score at 10 µM; actives 0.39% (n = 300,000); AID 2247;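 active means B-score over 3 SD under the library average, no early fluorescence shift, positive overall ratio signal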
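Signal: kinetic Fluo4 fluorescence imaging of calcium influx. Material: stable TRPC4beta/mu-opioid receptor HEK293 cells. Probe or stimulus: DAMGO in two steps, submaximal then maximal.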
* marks the source's active call; other numbers are inactive results; i = inactive; · = no result given. The list is partial (hit frequency here may not be typical).

Below each compound: MrgX1 agonist | PolyA inh | TRPC4 act | TRPC4 inh | MrgX1 antagonist | HIF activator | TRPC6 activator | AI-2 QS modul | TRPC6 inhibitor | MrgX1 allo act | TRPC4 PAM
Clc1ccc2nc(COc3ccccc3)[nH]c2c1
    i | i | i | i | i | 5.6 | i | -47.0 | i | i | i
CCCCNC(=S)NNC(=O)c1ccco1
    i | i | i | i | i | 0.0 | i | 11.8 | i | i | i
O=C1NN(c2cccc(Br)c2)C(=O)/C1=C\c1ccccc1
    i | i | i | i | i | -0.8 | i | 42.8 | i | i | i
CN(Cc1ccccc1)c1ccc(C(CC(N)=O)NC(=O)Cc2cccc3ccccc23)cc1[N+](=O)[O-] (stereo not given)
    i | · | i | i | i | -0.1 | i | 34.4 | i | i | i
c1ccc(Cn2nnnc2-c2ccco2)cc1
    i | i | i | i | i | 0.9 | i | 20.1 | i | i | i
N#CC1=C(N)N(c2ccccc2)C(c2cccc([N+](=O)[O-])c2)C1(C#N)C#N (stereo not given)
    i | i | i | i | i | -0.2 | i | 19.9 | i | i | i
O=C1CCCN1c1ccc(C(=O)N(Cc2nnc(-c3ccc(Cl)cc3)o2)C2CC2)cc1
    i | i | i | i | i | 0.0 | i | 25.3 | i | i | i
COc1cc(Br)c(CC(=O)O)cc1OC
    i | i | i | i | i | -0.1 | i | 27.8 | i | i | i
O=C(Nc1ccc(Cl)cc1)Nn1cnnc1
    · | i | i | i | · | 2.2 | i | 19.2 | i | · | i
COc1ccc(C2=NS(=O)(=O)N(C)C(C(=O)N3CCOCC3)=C2)cc1OC
    i | i | i | i | i | -0.6 | i | 15.8 | i | i | i
CCCC1S/C(=N/N=C/c2ccc(C)cc2)N(Cc2ccc(OC)cc2)C1=O (stereo not given)
    i | i | i | i | i | -0.2 | i | 27.6 | i | i | i
CN(Cc1cccs1)C(=O)COc1cccc(-n2cnnn2)c1
    i | i | i | i | i | 0.4 | i | 31.1 | i | i | i
O=C(Nc1c(-c2ccccc2)nc2ccc(Cl)cn12)c1cccs1
    i | i | i | i | i | 0.8 | i | 25.4 | i | i | i
O=C1CCC(=O)c2oc3ccccc3c2N1
    i | i | i | i | i | -0.3 | i | 6.3 | i | i | i
CC(C)(C)c1ccccc1NC(=O)Cn1cnc2cc([N+](=O)[O-])ccc2c1=O
    i | · | i | i | i | -0.6 | i | 23.4 | i | i | i
Cc1ccc(NC(=O)CCN2CCC(C)CC2)cc1
    i | i | i | i | i | -7.7 | i | 14.3 | i | i | i
O=C(O)c1ccc(NC(=O)c2ccccc2Br)c(NC(=O)c2ccccc2Br)c1
    i | i | i | i | i | -0.4 | i | -0.7 | i | i | i
Cc1cc(NC(=O)CSc2nnc(-c3ccco3)n2Cc2ccco2)no1
    i | i | i | i | i | 0.2 | i | 6.6 | i | i | i
CC1(NC(=O)CCc2nc3sc4c(c3c(=O)[nH]2)CCCC4)CCS(=O)(=O)C1 (stereo not given)
    i | i | i | i | i | -0.1 | i | 2.2 | i | i | i
CCN(CC)c1cc(Cl)nc(N)n1
    i | i | i | i | i | -0.5 | i | 10.2 | i | i | i
COc1ccc(OC)c(Cc2nnc(CCC(=O)NC(C3CC3)C3CC3)o2)c1
    i | i | i | i | i | 0.1 | i | 6.5 | i | i | i
CCCCCn1c(=O)[nH]c2cc(C(=O)NCCCN(CC)CC)ccc2c1=O
    i | i | i | i | i | 0.8 | i | 14.7 | i | i | i
O=Cc1cn(CC(=O)NCC2CCCO2)c2ccccc12 (stereo not given)
    i | i | i | i | i | 0.0 | i | 11.1 | i | i | i
Oc1ccccc1-c1n[nH]c(=S)n1Cc1ccccc1
    i | i | i | i | i | -0.2 | i | 2.3 | i | i | i
CCCCC(C)n1[nH]c(=O)c2c(C)cc(C)nc21 (stereo not given)
    i | · | i | i | i | -0.1 | i | 15.4 | i | i | i
O=C(O)c1ccc(NS(=O)(=O)c2ccc3c(c2)OCCO3)cc1
    i | i | i | i | i | 0.0 | i | 2.8 | i | i | i
O=C(c1ccccc1Cl)N(Cc1ccc(Cl)c(Cl)c1)N1C(=O)CCCC1=O
    i | i | i | i | i | -0.2 | i | -4.4 | i | i | i
Cc1[nH]c2ccccc2c1C(=O)CSC(=S)N1CCOCC1
    i | i | i | i | i | 1.3 | i | 2.5 | i | i | i
Cc1ccc(S(=O)(=O)Nc2cccc(-n3cnnn3)c2)cc1C
    i | i | i | i | i | -0.6 | i | 5.5 | i | i | i
COc1ccccc1C(=O)Nc1ccccc1SC
    i | i | i | · | i | 0.5 | i | 7.0 | i | i | i
O=C(NC1CCCC1)c1ccc(CS(=O)(=O)Cc2ccccc2Cl)o1
    i | i | i | i | i | 0.4 | i | 3.9 | i | i | i
CCc1nnc(NC(=O)CSc2nc3c(c(=O)n2CC)SC(C)C3)s1 (stereo not given)
    i | i | i | i | i | 0.0 | i | 21.9 | i | i | i
O=C(CNc1cccc(S(=O)(=O)N2CCOCC2)c1)Nc1ccccc1F
    i | i | i | i | -5.11* | 0.1 | i | 33.4 | i | i | i
C#CCOCCOCCOCCNc1nc(N2CCN(C(=O)[C@H]([C@@H](C)CC)n3cc([C@@H](N)CO)nn3)CC2)nc(N2CCN(C(=O)[C@H](Cc3ccc(O)cc3)n3cc([C@@H](N)CC(C)C)nn3)CC2)n1
    i | i | i | i | i | 0.1 | i | 14.5 | i | i | i
Cc1ccc2nc(CCc3ccc(N)cc3)[nH]c2c1
    i | i | i | i | i | 5.0 | i | -5.7 | i | i | i
Cn1nc(C(F)(F)F)c(/C=N/OCc2c(Cl)cccc2Cl)c1Cl
    i | i | i | i | i | -0.4 | i | 13.9 | i | i | i
COc1ccccc1C(=O)/C=C/c1ccc(N2CCCCC2)c([N+](=O)[O-])c1
    i | i | i | i | i | 4.5 | i | 20.9 | i | i | i
CC(C)N(Cc1nccn1C)C(=O)c1cc(COc2ccc(-n3cncn3)cc2)on1
    i | i | i | i | i | 0.0 | i | -7.2 | i | i | i
COc1ccc(N2CCN(C(=O)CN(CCc3ccccc3)S(C)(=O)=O)CC2)cc1
    i | i | i | i | i | 0.5 | i | 1.5 | i | i | i
CCCCNC(=O)COC(=O)c1cc(C)oc1C
    i | i | i | i | i | 0.0 | i | 31.0 | i | i | i
CC(SCC(=O)Nc1ccccc1)c1nc2ccccc2c(=O)[nH]1 (stereo not given)
    i | i | i | i | i | 0.2 | i | 6.8 | i | i | i
Cc1ccc(CNC(=O)c2cc(=O)c3cc(C)ccc3o2)cc1
    i | i | i | i | i | -1.1 | i | 21.5 | i | i | i
N/C(=N\OC(=O)CC1CCCCC1)c1ccncc1
    i | i | i | i | i | 0.1 | i | 7.1 | i | i | i
COc1ccc(/C=C/c2nc(N)nc(-c3ccccc3O)n2)cc1OC
    i | · | i | i | i | 0.5 | i | 5.4 | i | i | i
COc1cc(NC(=O)N2CCNC2=O)cc(C(=O)Nc2cccc(C(F)(F)F)c2)c1
    i | i | i | i | i | 0.6 | i | 21.9 | i | i | i
Cc1ccc(NC(=O)CNS(=O)(=O)c2ccc(F)cc2)cc1C
    i | i | i | i | i | -0.4 | i | -24.0 | i | i | i
Cc1ccccc1OCC(=O)Nc1ccc(C)c(S(=O)(=O)N2CCCCCC2)c1
    i | i | i | i | i | -0.5 | i | 19.0 | i | i | i
Cn1c(=O)c2c(nc(Br)n2CCc2ccccc2)n(C)c1=O
    i | i | i | i | i | -0.4 | i | 22.6 | i | i | i
C=C1CCN(C(CC(C)C)C(=O)OC)S(=O)(=O)c2ccccc21 (stereo not given)
    i | i | i | i | i | 0.0 | i | 1.1 | i | i | i
CCn1c(SC)nnc1C1CCN(CC(=O)Nc2ccccc2N2CCOCC2)CC1
    i | i | i | i | i | -0.1 | i | 16.4 | -5.38* | i | i

Later entries.
Below each compound: MrgX1 agonist | PolyA inh | TRPC4 act | TRPC4 inh | MrgX1 antagonist | HIF activator | TRPC6 activator | AI-2 QS modul | TRPC6 inhibitor | MrgX1 allo act | TRPC4 PAM
CCC(C)N(C(=O)Cn1c(=O)cnc2ccccc21)C1CCS(=O)(=O)C1 (stereo not given)
    i | · | i | i | i | 0.1 | i | -1.5 | i | i | i
CN(C)CCCN(C(=O)c1ccc(Br)s1)c1nc2cc3c(cc2s1)OCO3
    i | i | i | -7* | i | 0.0 | i | 5.0 | i | i | i
CNC(=O)c1c(Cl)cnn1-c1ccccc1
    i | i | i | i | i | 0.3 | i | 17.2 | i | i | i
CCOc1nc(C)cc(COC)c1C(N)=O
    i | · | i | i | i | · | i | 6.7 | i | i | i
COc1cccc(-c2cc(CC3(O)CCN(CCCc4ccccc4)CC3)on2)c1
    i | i | i | i | i | -1.1 | i | 5.2 | i | i | i
COc1ccc(-c2cnnn2-c2ccc(NC(=O)c3ccc(S(=O)(=O)N4CCCCC4)cc3)cc2)cc1OC
    i | i | i | i | i | -0.6 | i | 22.2 | i | i | i
Cc1ccc(CSCC(=O)NCc2ccc(F)cc2)cc1
    i | i | i | i | i | -1.1 | i | 18.9 | i | i | i
O=C(NNc1cc(Cl)cc(Cl)c1)c1cccs1
    i | i | i | i | i | 0.1 | i | -9.9 | i | i | i
CN(CC(=O)Nc1ccccc1C(F)(F)F)C(=O)CSCc1ccc(Cl)c(Cl)c1
    i | i | i | i | i | -0.9 | i | -4.8 | i | i | i
COc1ccc(N(CC(=O)NC2CCCC2)C(=O)Cn2nnc(-c3ccc(F)cc3)n2)cc1OC
    i | i | i | i | i | 0.0 | i | 38.8 | i | i | i
Cc1[nH]c2ccc(C(=O)NCCCN3CCN(C)CC3)cc2c1C
    i | i | i | i | i | -0.1 | i | -4.7 | i | i | i
C=CCn1c(=O)c(C(=O)Nc2ccccc2S(N)(=O)=O)c(O)c2ccccc21
    i | i | i | i | i | 1.9 | i | 4.6 | i | 8.39* | i
O=C(c1ccccc1NS(=O)(=O)c1ccc(Br)s1)N1CCCC1
    i | i | i | i | i | -0.5 | i | 2.6 | i | i | i
NC(=O)C1CCN(C(=O)C2CCC(=O)N(C3CCCCCC3)C2)CC1 (stereo not given)
    i | i | i | i | i | 0.3 | i | 23.2 | i | i | i
O=C(O)CCCCn1c(SCc2cc(=O)n3cc(Cl)ccc3n2)nc2ccsc2c1=O
    i | i | i | i | i | -0.9 | i | 13.4 | i | i | i
